Screens: PubChem BioAssay, several laboratories
Efflux pump mplx: inhibitors of Candida antifungal efflux pumps expressed in yeast; S. cerevisiae Candida pump triplex, Nile Red efflux; inhibition, % at 10 µM; 0.44% of 330,000 active; AID 485275;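 active = plate passing quality check with inhibition over a set limit, or well fluorescence over plate mean plus 4 SD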;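 note: Nile Red retained in pooled yeast measured as flow cytometry median fluorescence; 0% = buffer negative control and 100% = Enniatin B positive control; higher means more Nile Red kept so more efflux inhibition; some compounds called inactive have numbers as strong as hits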
BCLXL inh: blocks human Bcl-xL binding to Bim BH3 peptide; Q07817; GST-Bcl-xL / FITC-Bim BH3 peptide fluorescence polarization; inhibition, % at 10.9 µM; 0.7% of 320,000 active; AID 2129;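 active = inhibition above the mean of all tested compounds plus 3 SD, cutoff set per campaign, cut at about 30% in these data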;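 note: 0% = DMSO wells and 100% = unlabeled Bim-BH3 peptide competitor; inhibitors lower millipolarization by displacing the labeled peptide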
MEX-5 binding: C. elegans MEX-5 TCR-2 RNA binding activity. Q9XUB2. MEX-5/FITC-TCR2 RNA binding, fluorescence polarization; active compounds read low. activity score (negative = inhibition of binding), % at 10 µM. 0.38% of 300,000 active. AID 1832;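 active = inhibition past about -25% in most replicates, and total fluorescence under double the plate's negative control median, limit read from the data; inconclusive = replicates evenly split on the limit, or fluorescence at least double controls; inactive = too little inhibition in most replicates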;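 note: 0% = DMSO and -100% = 5 µM competing unlabeled TCR2 RNA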
Fam108B counter: Fam108B inhibition, counter-screen for RBBP9 inhibitors. inhibition, % at 9.51 µM. 0.33% of 300,000 active. AID 1947. recombinant Fam108B, FP-Rh probe fluorescence polarization;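 active = inhibition above the screen mean inhibition plus 3 SD, computed separately per campaign, cut at about 18% in these data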;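 note: inhibitors lower polarization as less probe binds the enzyme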
EBNA-1 inh: blocks EBNA-1 binding to DNA | EBNA-1 DNA binding, fluorescence polarization | inhibition, % at 14.8 µM | 0.34% of 300,000 active | AID 1950; in the data active = inhibition above about 28%
GLD-1 TGE inh: GLD-1-TGE RNA interaction inhibition (C. elegans) | purified GLD-1 + fluorescein TGE RNA, fluorescence polarization | inhibition, % at 5.96 µM | Q17339 | 0.44% of 320,000 active;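 active = percent inhibition above a per-plate cutoff, the plate mean of test compounds plus 3 SD, cut at about 30% in these data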;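 note: 0% = DMSO wells with GLD-1 and probe and 100% = wells lacking GLD-1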
MCL1 BIM primary: disrupts human MCL1 binding to BIM-BH3 peptide. Q07820. GST-MCL1 / FITC-Bim-BH3 fluorescence polarization. inhibition, % at 10.9 µM. 0.68% of 320,000 active;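 active = inhibition above the mean inhibition of all tested compounds plus 3 SD, set per campaign, cut at about 40% in these data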;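 note: 0% = DMSO wells and 100% = unlabeled Bim-BH3 peptide control; higher means more loss of mP so more displacement of Bim peptide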
ZTA DNA inh: counter-screen for EBNA-1 inhibitors: inhibitors of Epstein-Barr virus ZTA; P03206; ZTA-DNA binding, fluorescence polarization; inhibition, % at 11 µM; 0.15% of 320,000 active; AID 2234; in the data active = inhibition above about 33%
CR mimetic SO: yeast age-related superoxide inhibition as caloric restriction mimetic; S. cerevisiae aged cells, superoxide DHE fluorescence; active compounds read low; superoxide response (% of plate mean), % at 10 µM; 0.18% of 330,000 active;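 active = superoxide response under a set limit, about three screen SD below normal, cut at about 65% in these data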;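 note: yeast aged for seven days with compound at 30 °C before DHE staining; 100% = average MFI of all compound-treated wells on the plate with controls excluded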
Active calls of the source: *; ? = inconclusive; . = not tested or not shown.

SMILES	Efflux pump mplx	BCLXL inh	MEX-5 binding	Fam108B counter	EBNA-1 inh	GLD-1 TGE inh	MCL1 BIM primary	ZTA DNA inh	CR mimetic SO
Cc1nc2ccc(NC(=O)c3ccc([N+](=O)[O-])cc3)cc2s1	1.2	2	4.0	7	-12	-1	5	-3	101
CCC(C)(C)n1nnnc1C(C(C)C)N1CCN(C(=O)c2ccco2)CC1 (configuration not stated)	0.1	8	0.7	-3	2	3	6	14	100
CCOc1nc(SCCOc2ccc(Cl)cc2Cl)nc(N(C)C)n1	0.1	1	2.4	-8	-11	-3	-12	-10	97
Cc1cccc(NC(=O)Cn2nc(-c3ccco3)ccc2=O)c1C	0.3	8	-1.0	7	0	-5	6	2	87
C=CCOc1ccc(CN(C)C(=O)C2CCCO2)cc1 (configuration not stated)	0.3	4	1.3	0	10	1	-4	2	121
Cc1ccc(S(=O)(=O)N2CCCCC2)cc1C(=O)NCc1ccncc1	0.4	4	-3.0	1	8	4	-2	-24	113
CN1CCS/C1=C/C=C1\SC(=S)N(CC(=O)O)C1=O	0.0	-149	?	1	7	-239	-275	10	110
CC1(C)S[C@@H]2[C@H](NC(=O)[C@H](N)c3ccccc3)C(=O)N2[C@H]1C(=O)OC1OC(=O)c2ccccc21 (some centres not stated)	0.0	-7	.	-1	1	7	-4	-10	88
CCOc1cc(C(=O)N/N=C(\C)Cc2ccc(OC)cc2)cc(OCC)c1OCC	-0.2	3	2.4	2	0	5	10	4	90
Nc1ccc(S(=O)(=O)NNC(=O)C(=O)NNc2ccccn2)cc1	0.0	-2	-30*	0	11	5	4	6	95
CCNC(=O)/C(C#N)=C/c1c(N2CCN(C)CC2)nc2c(C)cccn2c1=O	0.0	4	0.8	4	5	-6	1	5	110
CC(=O)c1c(C)[nH]c(C(=O)OCC(=O)NCCc2ccc(Cl)cc2)c1C	-0.1	2	1.7	3	-4	-1	3	-20	91
COc1cc(/C=C2\SC(=S)N(CC(=O)Nc3cccnc3)C2=O)cc(OC)c1OC	0.3	4	-3.3	-3	-4	0	7	-4	98
Cc1c(NC(=O)COC(=O)C(c2ccc(Cl)cc2)C(C)C)c(=O)n(-c2ccccc2)n1C (configuration not stated)	0.1	6	-1.1	0	-8	6	7	3	113
O=C(NC(=S)NCc1cccnc1)c1ccccc1F	-0.1	1	-0.4	6	-8	1	4	-16	103
N#Cc1ccccc1CN1C(=O)NC(Cc2c[nH]c3ccccc23)C1=O (configuration not stated)	-0.1	-2	.	3	3	1	0	-4	95
COCc1nnc(N)s1	-0.2	16	0.2	3	3	6	3	18	101
COc1ccc(CCNC(=O)CSc2ccc(-c3ccccc3)nn2)cc1OC	-0.1	6	-0.6	1	-16	9	4	-4	95
CCN1C(=O)N[C@@H](c2cccc(C(F)(F)F)c2)[C@H](C(=O)OC)[C@H]1C	-0.1	5	1.6	-4	11	7	10	-11	96
COc1cc(CCC(=O)OCC(=O)N2CCc3ccccc32)cc(OC)c1OC	0.0	2	1.6	-1	-5	-2	-4	7	101
O=C(NCc1ccccc1)C(c1ccc(O)cc1)N(C(=O)c1cnccn1)c1ccccc1 (configuration not stated)	-0.2	4	1.8	2	4	1	7	18	107
Cc1ccnc(Nc2nc(-c3ccc(O)cc3O)cs2)c1	0.1	3	3.9	15	-4	3	0	11	92
O=C(Nc1ccc(Cl)c(C(F)(F)F)c1)c1ccco1	0.2	2	.	-3	-8	2	1	7	124
CCc1ccc(C(C(=O)NCc2ccc(F)cc2)N(C(=O)c2csnn2)C2CC2)cc1 (configuration not stated)	-0.2	6	0.0	-3	-5	-2	-1	-16	104
COc1ccc(S(=O)(=O)N2CCOC2CNC(=O)C(=O)NCc2ccccc2Cl)cc1 (configuration not stated)	-3.1	7	0.6	-3	12	3	2	12	97

Quoted from the listing:
CR mimetic SO result of `CC(=O)c1c(C)[nH]c(C(=O)OCC(=O)NCCc2ccc(Cl)cc2)c1C` = 91
Fam108B counter result of `COCc1nnc(N)s1` = 3
CR mimetic SO result of `O=C(Nc1ccc(Cl)c(C(F)(F)F)c1)c1ccco1` = 124

Next section.
SMILES	Efflux pump mplx	BCLXL inh	MEX-5 binding	Fam108B counter	EBNA-1 inh	GLD-1 TGE inh	MCL1 BIM primary	ZTA DNA inh	CR mimetic SO
O=C(NCc1ccncc1)c1cccc(S(=O)(=O)NCc2ccccc2)c1	0.1	6	0.8	-3	-6	1	-1	6	109
Cc1oc(C(C)(C)C)cc1C(=O)Nc1cccc(/C=C/C(=O)O)c1	-0.1	7	-0.8	1	13	2	10	-4	140
Cc1c(C(=O)NCCSCc2ccccc2Cl)cccc1[N+](=O)[O-]	0.2	3	1.5	-2	5	1	2	-5	76
O=C(NCCc1nc2ccccc2[nH]1)c1ccco1	-0.1	4	-3.3	2	-4	-2	1	7	72
COc1ccc(NC(=O)CN(C)C(=O)C2=COCCO2)cc1	-0.3	1	-0.4	-1	9	1	-7	-6	104
CCOc1ccc(C2C(C(=O)c3ccc(C)o3)=C(O)C(=O)N2CCN2CCOCC2)cc1OC (configuration not stated)	0.1	6	-1.9	-1	-3	-2	1	14	100
COc1ccc(OC)c(S(=O)(=O)N2CCC(C(=O)NCCc3ccc(OC)c(OC)c3)CC2)c1	0.1	5	0.1	9	12	2	5	7	109
CCC(=O)NCC(c1cccs1)N1CCOCC1 (configuration not stated)	0.0	9	-2.8	1	8	-2	7	6	101
O=C1CCCN2N=C(SCC(=O)Nc3cccc(Cl)c3)SC2=N1	0.1	5	1.2	0	-12	0	3	-7	105
O=C(NCC1CCCO1)C1CCCN(S(=O)(=O)c2cc(Cl)ccc2Cl)C1 (configuration not stated)	0.1	4	2.1	-2	13	0	5	-1	95
CN(Cc1cccs1)C(=O)C1CC(=O)N(Cc2ccccc2)C1 (configuration not stated)	0.0	-2	-2.1	-2	-9	3	0	-19	92
O=C1CC(/C=C/c2ccco2)=Nc2ccccc2N1	-0.1	50*	-7.3	0	8	16	60*	3	98
O=C(/C=C/c1ccc(Cl)cc1)NCCCn1ccnc1	0.1	3	0.1	-2	11	3	3	-13	113
COCCCNC(=O)C1CC(=O)N(CCc2ccc(OC)c(OC)c2)C1 (configuration not stated)	-0.1	11	1.3	1	7	4	-2	-17	111
NS(=O)(=O)c1ccc(NC(=O)Nc2ccccc2)cc1	0.0	2	0.3	-2	1	-6	-2	10	89
Cc1csc(NC(=O)NC2(C(F)(F)F)Oc3ccccc3O2)n1	0.2	8	-1.0	0	-7	-3	8	-6	109
O=C(CN1CCc2ccccc2C1)N1CCN(S(=O)(=O)c2ccccc2)CC1	0.0	-4	-0.4	-2	8	4	-11	-10	94
O=C(Cn1nnc(-c2ccccc2-n2cnnn2)n1)N1CCCCC1	-0.1	3	-1.7	-3	-7	7	2	-1	97
CC(C)(C)c1ccc(S(=O)(=O)N2CCc3nc4ccccc4c(C(=O)O)c3C2)cc1	0.1	4	-1.8	5	0	-4	3	-9	117
Cc1cc(NS(=O)(=O)c2ccc(NC(=O)COc3ccccc3C(C)C)cc2)no1	0.0	3	-0.4	1	-9	3	3	5	107
COc1cccc(-n2c(N)cc(=O)nc2SCC(=O)Nc2cc(C)on2)c1	3.0	4	2.5	4	0	7	6	-9	105
Cc1ccc(OCc2cc(C(=O)NCc3cn4ccccc4n3)no2)cc1C	-0.3	4	4.6	-3	1	-5	6	-7	104
COc1ccc(N2C(=O)C(Cc3ccccc3)NC2=S)cc1 (configuration not stated)	0.0	5	0.8	-1	-6	-1	5	14	87
CCOc1cc(S(=O)(=O)N2CCN(S(=O)(=O)CC)CC2)c(OCC)cc1-n1cnnn1	0.0	6	0.2	2	-7	-3	-1	7	101
Cc1cc2cc(CN(CCN(C)C)C(=S)NCc3ccco3)c(=O)[nH]c2cc1C	0.7	6	-0.2	-7	-14	-6	7	-2	119

Record cards, as listed above. Values in the order: Efflux pump mplx, BCLXL inh, MEX-5 binding, Fam108B counter, EBNA-1 inh, GLD-1 TGE inh, MCL1 BIM primary, ZTA DNA inh, CR mimetic SO
Record of COc1ccc(N2C(=O)C(Cc3ccccc3)NC2=S)cc1 (configuration not stated) → 0.0, 5, 0.8, -1, -6, -1, 5, 14, 87
Record of Cc1c(C(=O)NCCSCc2ccccc2Cl)cccc1[N+](=O)[O-] → 0.2, 3, 1.5, -2, 5, 1, 2, -5, 76

Next compounds
SMILES	Efflux pump mplx	BCLXL inh	MEX-5 binding	Fam108B counter	EBNA-1 inh	GLD-1 TGE inh	MCL1 BIM primary	ZTA DNA inh	CR mimetic SO
CCC(=NCCc1ccc(OC)c(OC)c1)c1ccccc1O	-0.1	1	-0.7	1	6	4	3	3	94
COc1ccc(NC(=O)c2ccc(-n3cnnn3)cc2)c([N+](=O)[O-])c1	0.2	1	2.7	-2	-19	-8	1	0	111
O=C(c1cc([N+](=O)[O-])ccc1N1CCOCC1)N1CCOCC1	-0.2	-8	-0.9	2	6	1	-10	-7	100
C[C@H](NC(=O)c1nc[nH]c1C(=O)N[C@@H](C)C(=O)OCc1ccccc1)C(=O)OCc1ccccc1	-0.1	-4	-0.8	5	6	4	-7	4	110
CCOC(=O)C(=CNc1nc2ccc(C(=O)OCC)cc2s1)C(=O)OCC	-0.1	2	0.6	-3	-5	-10	2	-13	104
O=C(CCC(=O)N(CC(=O)NC1CCCCC1)Cc1ccccc1)Nc1nccs1	0.1	-2	0.8	-1	2	1	-6	-1	97
CS(=O)c1ccccc1O (configuration not stated)	0.0	3	1.4	4	8	6	-4	3	105
O=c1cc(COc2ccccc2[N+](=O)[O-])nc2sccn12	0.1	1	1.9	-1	-5	-7	0	-8	100
CCc1nnc(NC(=O)C2CCCN(S(=O)(=O)c3ccc(OC)cc3)C2)s1 (configuration not stated)	-0.1	5	2.7	-1	2	-9	10	-8	97
Cc1ccsc1C(=O)OCC(=O)N1CC(=O)Nc2ccccc21	-0.1	1	0.1	3	6	1	-2	0	100
CCOC(=O)c1c(CSCc2ccccc2)oc2ccc(O)c(CN(C)C)c12	0.1	5	-1.2	-2	-7	-8	2	2	92
COc1cc(OC)cc(OCC(O)Cn2ccnc2)c1 (configuration not stated)	0.1	6	1.4	-1	-3	-7	2	14	98
CCCn1c(N2CCN(C(=O)/C=C/C(=O)O)CC2)nc2ccccc21	0.3	3	1.0	-6	-18	1	-1	-7	78
O=C(c1cn(-c2ccc(Cl)c(Cl)c2)nn1)C1CC1	0.0	8	3.4	-1	3	6	3	6	94
O=C1c2ccccc2C(=O)N1CCOc1ccccc1Br	0.3	6	-0.8	-5	0	2	0	-2	104
O=S(=O)(c1ccccc1)c1nc(-c2ccco2)oc1NCc1cccnc1	0.1	4	0.3	3	-23	4	-2	-10	104
O=c1ccc(Oc2nc(N3CCOCC3)nc(N3CCOCC3)n2)nn1-c1ccccc1	0.0	-1	.	5	5	2	-5	-12	92
COc1ccc(C[C@H]2CN3C(=NC[C@H]3C)N2CCNC(=O)CCC2CCCCC2)cc1	-0.1	-1	1.0	2	9	-6	-4	1	101
Cc1ccccc1-n1c(C)n[nH]c1=S	0.0	-6	0.8	2	9	3	-4	18	96
CC(C)C(NC(=O)Nc1ccccc1)C(=O)Nc1cccc(S(=O)(=O)N(C)C)c1 (configuration not stated)	0.0	2	-1.4	-1	2	4	0	1	98
COC(=O)c1ccc(NCCc2csc(-c3ccc(C)cc3)n2)c([N+](=O)[O-])c1	0.0	2	-0.3	1	10	-3	-3	8	95
CCCCc1nn(-c2cc(Cl)ccc2OC)c2c1C(=O)CCC2	0.1	0	-1.3	-1	-1	13	-4	-1	99
COc1cccc(-n2c(Cc3cc(=O)[nH]c(=O)[nH]3)nnc2SCC(=O)N2CCCCC2)c1	-0.2	9	-5.4	0	8	11	7	6	101
Cc1ccc(NC(=O)CN2CCC(NC(=O)Cc3ccccc3)CC2)c(C)c1	0.1	1	-4.3	5	-3	0	8	6	79
